H9c2 TAG inh: reduces triacylglycerol accumulation in H9c2 cells; 230,000 compounds, 0.66% hits; inhibition, % at 12.5 µM; Nile Red lipid (TAG) fluorescence; cells loaded with 200 µM oleic acid; AID 651582;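 active means pattern-corrected inhibition of lipid staining of at least 50% with the nuclear-stain viability signal not falling by more than 50%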;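 further: 0% = DMSO wells and 100% = triacsin C control wells; some results filed as inactive read as strong as hits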
H9c2 TAG inh DAPI viability: recorded beside H9c2 TAG inh, whose call it bears; DAPI nuclei signal change (viability), lower = more cytotoxic, %;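 whole-well DAPI fluorescence read on a plate reader as a viability signal; minus 50 percent equals half of cells still viable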
An asterisk follows results filed as active; & = joins results of further samples.

Sample of the layout (3 entries):
SMILES	H9c2 TAG inh	H9c2 TAG inh DAPI viability
c1ccc(CNc2nc(NCc3ccco3)nc(N3CCOCC3)n2)cc1	1.8	-1.1
O=C(NNc1nc(-c2ccc(F)cc2)cs1)c1ccccc1	22.8	-7.9
S=c1[nH]c2cc3c(cc2[nH]1)OCCO3	18.0	-6.7

This part in full, repeating the preview:
SMILES	H9c2 TAG inh	H9c2 TAG inh DAPI viability
c1ccc(CNc2nc(NCc3ccco3)nc(N3CCOCC3)n2)cc1	1.8	-1.1
O=C(NNc1nc(-c2ccc(F)cc2)cs1)c1ccccc1	22.8	-7.9
S=c1[nH]c2cc3c(cc2[nH]1)OCCO3	18.0	-6.7
O=C(Nc1ccc(/C=C/c2nc3ccccc3o2)cc1)c1c(F)cccc1F	54.4*	30.5*
CSc1ccccc1NC(=O)COC(=O)CCCOc1ccc(C)cc1	-7.9	-1.5
O=C(NC(=S)NCCC1=CCCCC1)c1cncc(Br)c1	-4.9	7.2
Cc1nn(CC(=O)NC2CCC(C)CC2)c(=O)c(C#N)c1C (configuration not stated)	-0.3	8.7
Cc1cc(NC(=O)CSc2ccc3nnc(-c4cccs4)n3n2)no1	-6.3	-3.2
CCOC(=O)C1=C(C)C(c2ccccc2OC)NC(=O)N1 (configuration not stated)	-1.8	-1.4
CN(C(=O)Cn1cc([N+](=O)[O-])ccc1=O)C1CCCCC1	-5.4	2.5
CCC(CO)Oc1cc(NC(=O)c2ccc(Cl)cc2)c2ncn(C(C)C)c2c1 (configuration not stated)	-16.8	1.8
Cc1cc(C)n2nc(-c3ccco3)nc2n1	-1.7	-5.1
COc1ccccc1NS(=O)(=O)c1ccc(C)c(NC(=O)C2CCCO2)c1 (configuration not stated)	-1.6	4.1
CC(C)(C)NC(=O)C(c1cccnc1)N(C(=O)c1ccc(Cl)nc1)C1CCCC1 (configuration not stated)	-1.0	-4.7
CCOc1cc(C2C3=C(CC(C)(C)CC3=O)OC3=C2C(=O)CC(C)(C)C3)cc([N+](=O)[O-])c1O	11.2	-4.2
CC1(C)CC(NC(=O)c2cccc(Cl)c2)CC(C)(C)N1	14.5	4.9
O=C(Nc1cc(C2CC2)nn1-c1ccccc1)c1ccc(F)cc1	6.5	-0.4
CC(=O)c1cccc(Nc2cc(C)nc3ccc(C)cc23)c1	-8.7	5.7
COc1ccc(CCNC(=O)Nc2ccc3c(c2)c(=O)n(C)n3C)cc1OC	-5.5	11.5
CN(C)S(=O)(=O)N1CCCC(C(=O)c2ccc(C(F)(F)F)cc2)C1 (configuration not stated)	-0.4	-1.8
O=C(CSc1nc(-c2ccc(F)cc2)cs1)Nc1ccccn1	-5.3	1.5
O=C(Nc1ccccc1)c1ccccc1NC(=O)[C@H]1CCCC[C@H]1C(=O)O	9.9	-2.9
O=S1(=O)c2c(Oc3cccc4ccccc34)cccc2OC(COCc2ccccc2)CN1C1CCCC1 (configuration not stated)	7.5	-0.8
COc1ccc(-c2csc3nc(-c4ccccc4F)oc(=O)c23)cc1	7.6	-3.4

Whole records as entered above. Values in the order: H9c2 TAG inh, H9c2 TAG inh DAPI viability
CN(C)S(=O)(=O)N1CCCC(C(=O)c2ccc(C(F)(F)F)cc2)C1 (configuration not stated) as listed: -0.4, -1.8
CC(=O)c1cccc(Nc2cc(C)nc3ccc(C)cc23)c1 as listed: -8.7, 5.7
O=C(Nc1ccccc1)c1ccccc1NC(=O)[C@H]1CCCC[C@H]1C(=O)O as listed: 9.9, -2.9

Next section:
SMILES	H9c2 TAG inh	H9c2 TAG inh DAPI viability
COCc1nnc(NC(=O)c2ccc(S(=O)(=O)N3CCCC3)cc2)o1	8.7	5.4
Cc1cccc(NC(=O)N2CCN(Cc3ccccc3)CC2)c1	7.8	-9.1
O=CN1CCN(C(=O)c2ccc(-c3nc4ccccc4s3)s2)CC1	-1.7	8.7
COC(=O)c1ccc(NC(=O)CSc2nc(=O)n3cccc(C)c3n2)cc1	8.2	1.7
Cc1ccc(N(CC(=O)N2CCCC2)S(C)(=O)=O)cc1C	5.3	-13.0
O=C(CSc1nnc(CNC(=O)c2ccc(F)cc2)o1)NCc1ccccc1Cl	8.1	-9.2
COc1ccc(C(=O)N2CCOCC2c2cc(C(=O)NCc3ccccc3)no2)cc1 (configuration not stated)	7.6	-3.8
Cc1ccc(C(=O)N2CC(C)OC(C)C2)cc1[N+](=O)[O-] (configuration not stated)	6.8	3.4
c1cncc(-c2nn3cnnc3s2)c1	-0.9	-6.1
CC1=CC2=NC(=O)CC(C)(C(=O)N(CC(=O)NC(C)(C)C)Cc3ccccc3)N2C=C1 (configuration not stated)	-2.1	6.1
CN(C(=O)c1cc2c(s1)-c1ccccc1S(=O)(=O)C2)c1ccccc1F	7.8	-2.4
O=C(CSc1nc2ccc([N+](=O)[O-])cc2[nH]1)NC1CCCC1	-1.2	8.7
Cc1ccc(S(=O)(=O)NC(=O)NN2CCCCCC2)cc1	0.1	3.9
Cc1cc(F)ccc1-c1cc(C(=O)Nc2ccc(F)cc2)[nH]n1	-12.0	0.9
Cc1cccc(NC(=O)Cn2c(O)c(N=NC(N)=S)c3ccccc32)c1	-12.6	-12.0
N/C(=N\OC(=O)CCCOc1ccccc1)c1cccc([N+](=O)[O-])c1	-13.0	-8.5
Cc1ccc(-c2nnn(CC(=O)NC(=O)NC3CCCCC3)n2)cc1	-2.7	3.9
O=S(=O)(O)c1cccnc1SCc1ccccc1	0.3	5.3
Cc1ccc(Oc2ncccc2/C=N/O)cc1	-2.8	8.2
N#CC1=C(S)N=C(N)C(c2nc(-c3ccccc3)cs2)C12CCCC2 (configuration not stated)	-7.4	11.0
CCN(C(=O)COC(=O)Cc1coc2cc(C)ccc12)c1c(N)n(Cc2ccccc2)c(=O)[nH]c1=O	-9.8	10.1
O=C(Cn1cnc2c(nnn2-c2ccccc2)c1=O)NCC1CCCO1 (configuration not stated)	-4.9	6.0
CCCCOc1ccc(C(=O)OCC(=O)N2CCCCCC2)cc1	-0.6	-1.1
CC(C)(C)c1cc(C(=O)O)n(Cc2ccc(Cl)cc2Cl)n1	6.7	4.1
O=C1NC(Cc2ccccc2)c2nc3ccc(Cl)cc3c(=O)n2-c2ncccc21 (configuration not stated)	16.5	-10.8
CNc1nc(Sc2ccc(C)cc2)cc(C(F)(F)F)n1	-73.9	8.5
Cc1[nH]c(=O)[nH]c(=O)c1N1CCOCC1	8.9	4.3
O=C(Nc1ccccc1N1CCN(C(=O)c2ccc(Cl)cc2)CC1)c1cccc(F)c1	-16.4	2.0
COc1ccc(C(=O)OCC(=O)Nc2ccc(Cl)cn2)cc1	-11.3	5.9
CN1CC=C2C(C#N)=C(N)C(C#N)(C#N)[C@H](c3cccc(Cl)c3)C2C1 (some centres not stated)	-33.9	6.0
C=CCn1c(C)nc2c(sc3nc4c(cc32)COC(C)(C)C4)c1=O	4.2	5.2
CC(Sc1ccc(Cl)cc1)C(=O)NNC(=O)c1ccco1 (configuration not stated)	-28.4	10.3
CN(CC(=O)N(C)CC(=O)Nc1c(Cl)cccc1Cl)Cc1ccc(Br)s1	18.3	0.4
O=C(CCCN1C(=O)/C(=C/c2ccccc2Cl)SC1=S)NNC(=O)c1ccc(Cl)cc1	14.6	-0.4
CC1CN(C(=O)CCC(=O)NCc2ccc(Cl)cc2)c2ccccc2O1 (configuration not stated)	4.1	-11.8
COc1ccc(OC)c(CCNC(=O)c2cccc(NC3=NC4CS(=O)(=O)CC4S3)c2)c1 (configuration not stated)	-1.3	6.9
Clc1ccc(CSc2ncnc3c2ncn3C2CCCCO2)cc1 (configuration not stated)	-6.9	6.8
Cc1cc(C)c(NC(=S)N(C)C)c(C)c1	-0.5	-2.7
COc1cccc(C(=O)N2CCOCC2)c1OC	-3.3	8.8
Cc1c(C)n2c(SCC(=O)N3CCOCC3)nnc2[nH]c1=O	-3.1	-2.4
O=C(CN1C(=O)NC2(CCCCC2)C1=O)N(Cc1ccco1)Cc1cccs1	6.2	-4.8
CCSc1nnc(NC(=O)C(CC)(C(F)(F)F)C(F)(F)F)s1	-16.0	6.6
CC1=NN(c2ccccc2)C(=O)/C1=C\c1cn(CCC#N)nc1-c1ccc(Cl)cc1	8.1	-6.7
COc1ccc(C(=O)OCC(=O)Nc2cccc(S(=O)(=O)N3CCCCCC3)c2)cc1[N+](=O)[O-]	7.8	0.3
CC(=O)Oc1ccc2c(=O)c(-c3nc4ccccc4s3)coc2c1	0.9	11.8
CCOC(=O)C1=C(COC(=O)CNC(=O)c2ccc(Cl)cc2Cl)NC(=O)NC1C (configuration not stated)	-8.1	-7.9
Cc1ccc(C)c(Cn2c(C(C)O)nc3ccccc32)c1 (configuration not stated)	-4.3	7.9
CCC(C)NCCOCCOc1ccc(Cl)cc1Br (configuration not stated)	9.0	15.2
Cc1cccc(C)c1NC(=O)CN1CCN(C(=O)CNC(=O)c2ccc(N3CCCC3=O)cc2)CC1	4.6	6.5
COc1ccc(CCC(=O)O)cc1OC	-20.6	10.4
O=C(/C=C/c1ccco1)OCC(=O)c1ccc(OC(F)F)cc1	-18.1	0.1
C=CCNc1nc(C(=O)OCC(=O)NCc2ccccc2OC)cs1	-16.3	-5.2
CCc1ccc(OCC(=O)NC2CCCCC2)c(Br)c1	9.5	-12.4
COc1ccccc1S(=O)(=O)NCc1ccc(C(=O)N(C)Cc2ccc(F)cc2)cc1	9.2	1.8
CCCn1c(SC(C(=O)Nc2cc(C)ccc2OC)c2ccccc2)nc2ccccc2c1=O (configuration not stated)	7.6	6.5
Cc1[nH]c2ccc3ccccc3c2c(=O)c1C/C=C/Cl	-34.9	10.6
N#Cc1ccc(-c2ccc(C3Nc4ccccc4C(=O)N3O)o2)cc1 (configuration not stated)	-25.1	1.0
O=C(CN1C(=O)C2(OCCO2)c2cc(Br)ccc21)NO	17.1	-13.6
COc1ccc(OCC(=O)Nc2ccc3c(c2)nc(CN2CCN(C(C)=O)CC2)n3C)cc1	7.6	-7.7
OCCOCCn1c(CCNc2nc(-c3ccc(Cl)cc3)cs2)nc2cc(Cl)c(Cl)cc21	-11.3	7.9

Further results:
SMILES	H9c2 TAG inh	H9c2 TAG inh DAPI viability
COc1c(S(=O)(=O)N2CCCC2)ccc(Cl)c1Cl	-7.0	8.6
Cc1ccccc1COn1nnc2ccc(S(=O)(=O)N3CCOCC3)cc21	-39.0	2.6
CCCC[C@@H]1C[C@H]1[C@@H](NC(=O)c1ccccc1)c1ccccc1C(F)(F)F	-17.4	-3.9
Cc1ccc(CNC(=O)CSc2nnc(CNC(=O)c3ccccc3)o2)cc1	-4.6	-0.3
COC1CCCN(C(=O)c2ccc3oc(Cc4ccc(Cl)cc4)nc3c2)C1 (configuration not stated)	8.8	-10.4
COc1ccc(CCNC(=O)c2ccc(Cl)cc2)cc1	-11.0	-1.3
COc1ccc(S(=O)(=O)Cc2ccc(C(=O)N3CCN(c4ncccn4)CC3)o2)cc1	-9.9	8.6
CC(C)(C)c1ccccc1N=Cc1ccc2ccccc2n1	3.3	0.5
CC(OC(=O)CCN=C1NS(=O)(=O)c2ccccc21)C(=O)Nc1ccc(F)c(F)c1F (configuration not stated)	4.3	-4.6
COc1ccc(/C=C/C(=O)CCC(=O)O)cc1	-3.1	-8.5
Cc1ccc(C)[n+](CC(=O)N2CCCCC2)c1	18.8	0.6
C[C@@H]1NC(=O)N[C@@H]1CCCCCC(=O)O	0.2	-6.3
CC(=O)c1ccc(NC(=O)C2CC(=O)Nc3nc4ccccc4n32)cc1 (configuration not stated)	-3.5	-3.5
C/C(=N\N1CCN(Cc2ccc(Cl)cc2)CC1)c1ccc([N+](=O)[O-])cc1	-3.8	4.5
CCN(CC)S(=O)(=O)c1cccc(C(=O)N[C@H](C(=O)NCc2ccc(Cl)cc2)C(C)C)c1	-30.8	-6.3
N#CCc1ccnc2ccccc12	12.1	4.8
CCC(C)[C@H](NS(=O)(=O)c1ccc(F)cc1Br)C(=O)OC (some centres not stated)	-12.7	3.7
CNC(=S)N/N=C/c1cc(Br)cc(Br)c1O	-1.4	8.8
COc1ccc(S(=O)(=O)N(n2c(C)nnc2-n2nc(C)cc2C)S(=O)(=O)c2ccc(OC)cc2)cc1	7.2	1.9
Fc1cccc(Cc2noc(CN3CCSCC3)n2)c1	4.9	-4.7
COc1cccc(Oc2c(C)oc3c(CN4CCCCC4)c(O)ccc3c2=O)c1	-0.3	20.2
CC1CCc2sc(C(=O)NC3CCN(Cc4ccccc4)CC3)cc2C1 (configuration not stated)	-5.4	11.8
CCCC(=O)C1=C(O)C(C(=O)OC)C(C)(C)CC1=NCc1ccccc1 (configuration not stated)	-3.4	-1.2
COCCNC(=O)C1CCN(C(=O)c2cc3sccc3n2Cc2ccc(F)cc2)CC1	-37.1	-8.2

6 entries from above, reformatted.
| SMILES | H9c2 TAG inh | H9c2 TAG inh DAPI viability |
| --- | --- | --- |
| CCCC(=O)C1=C(O)C(C(=O)OC)C(C)(C)CC1=NCc1ccccc1 (configuration not stated) | -3.4 | -1.2 |
| CCN(CC)S(=O)(=O)c1cccc(C(=O)N[C@H](C(=O)NCc2ccc(Cl)cc2)C(C)C)c1 | -30.8 | -6.3 |
| CC1CCc2sc(C(=O)NC3CCN(Cc4ccccc4)CC3)cc2C1 (configuration not stated) | -5.4 | 11.8 |
| CNC(=S)N/N=C/c1cc(Br)cc(Br)c1O | -1.4 | 8.8 |
| Fc1cccc(Cc2noc(CN3CCSCC3)n2)c1 | 4.9 | -4.7 |
| COCCNC(=O)C1CCN(C(=O)c2cc3sccc3n2Cc2ccc(F)cc2)CC1 | -37.1 | -8.2 |

Additional compounds follow:
SMILES	H9c2 TAG inh	H9c2 TAG inh DAPI viability
O=[N+]([O-])c1ccc(-n2nnnc2CN2CCCCC2)cc1	-13.8	1.1
CCOc1ccc2nc(N/C(N)=N/S(=O)(=O)c3ccc(C)cc3)nc(C)c2c1	6.0	1.8
CCSc1nnc(NS(=O)(=O)c2ccc(OC)cc2)s1	-8.2	1.9
COc1ccc(CN2CCN(c3ccccn3)CC2)c(OC)c1C	-13.8&-6.6	6.2&14.9
O=C(O)c1ccccc1NC(=O)C(c1ccccc1)c1ccccc1	6.1	-0.1
Cc1ccc(S(=O)(=O)N2CCCCC2)cc1NC(=O)CSc1nccn1C	8.7	-11.3

An excerpt (hit frequency here may not be typical).
